Source: PubChem BioAssay (several laboratories)
hDAT+cocaine: human DAT dopamine uptake with cocaine, either direction. 110,000 compounds, 1.3% hits. Q01959. B-score at 10 µM. LLC-PK1 hDAT cells, [14C]-dopamine uptake with cocaine IC80; actives deviate in either direction;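 active = Z score or B-score, a plate-position-corrected score, falls beyond the plate's 99.7% confidence bounds, in either direction; inactive = both scores lie inside the 99.7% bounds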;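 note: scored against the spread of the other compound wells on the same plate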
Target sequence (Q01959 whole entry, looked up): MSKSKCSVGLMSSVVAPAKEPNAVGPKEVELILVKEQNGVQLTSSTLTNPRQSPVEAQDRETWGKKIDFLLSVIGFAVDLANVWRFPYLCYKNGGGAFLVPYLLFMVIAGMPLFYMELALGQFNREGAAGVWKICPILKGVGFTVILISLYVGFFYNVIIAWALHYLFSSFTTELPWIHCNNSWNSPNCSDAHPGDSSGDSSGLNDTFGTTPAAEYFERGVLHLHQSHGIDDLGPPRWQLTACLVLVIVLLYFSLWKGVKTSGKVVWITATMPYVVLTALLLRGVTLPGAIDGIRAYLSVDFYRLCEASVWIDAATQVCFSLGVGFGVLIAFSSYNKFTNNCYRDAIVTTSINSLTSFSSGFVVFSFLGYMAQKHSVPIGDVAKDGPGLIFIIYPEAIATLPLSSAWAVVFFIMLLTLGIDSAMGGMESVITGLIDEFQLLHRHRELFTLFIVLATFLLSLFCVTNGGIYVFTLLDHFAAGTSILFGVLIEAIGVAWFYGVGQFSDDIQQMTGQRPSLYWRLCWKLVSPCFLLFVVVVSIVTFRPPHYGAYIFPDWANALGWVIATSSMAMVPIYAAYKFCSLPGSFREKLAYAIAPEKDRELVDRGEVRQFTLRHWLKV
IL1B cytotox: HUVEC cytotoxicity counter-screen, IL-1B stimulated | HUVEC cell count loss, Hoechst imaging | cell count reduction, % at 2 µM | 94,000 compounds, 0.41% hits | AID 845;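 active = cell count reduction more than 3 SD above the screen-wide mean, cut at about 70% in these data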;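 note: normalized per plate to untreated control cells as the no-loss baseline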
PLK1 PBD inh: Plk1 (human) PBD binding inhibition. Plk1 PBD phosphopeptide binding, fluorescence polarization. AID 693. inhibition, %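 (tested at about 20 µM)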. 97,000 compounds, 0.13% hits. P53350; in the data active = inhibition above about 34%, passing the limit was not always enough
TNFa cytotox: HUVEC cytotoxicity counter-screen, TNF alpha stimulated | cell count reduction, % at 2 µM | 93,000 compounds, 0.17% hits | HUVEC TNFalpha-stimulated, Hoechst cell count, imaging;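 active = cell count reduction exceeding the screen mean by over 5 SD, scaled to untreated wells per plate, cut at about 78% in these data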;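 note: cells counted after 24 h of TNF alpha exposure following the 1 h pretreatment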
PLK1 inh: inhibitors of human PLK1 kinase. AID 619. P53350. recombinant PLK1 kinase, TR-FRET peptide phosphorylation. 97,000 compounds, 0.53% hits. inhibition, % at 10 µM;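 active = inhibition of 50% or more in the single-concentration screen; inactive = inhibition below 50%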;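 note: 0% = DMSO max control and 100% = H-89 dihydrochloride min control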
F-actin modifier: cytoskeleton assembly modification | HUVEC TNFa F-actin phalloidin imaging, high content | inhibition, % at 2 µM | 91,000 compounds, 0.18% hits | AID 836;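 active = inhibition above the batch mean plus 3 SD and confirmed as a hit by visual image inspection, cut at about 30% in these data, passing the limit was not always enough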; note: strong numbers were not always called active
Ecoli WT expand: blocks growth of wild type E. coli BW25113. OD600 absorbance. growth inhibition, % at 100 µM. 98,000 compounds, 0.15% hits;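 active = growth inhibition above about 50% at one test dose, limit read from the data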;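 note: growth measured after 20 h incubation at 37 °C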
sEH inh: blocks human soluble epoxide hydrolase activity; 91,000 compounds, 0.34% hits; inhibition, % at 2 µM; P34913; AID 707; recombinant human sEH enzymatic activity assay; in the data active = inhibition above about 80%; note: values of inactives mirror those of a sister screen read the other way; many of its hits are not listed in these tables
VCAM1 TNFa inh: reduces TNF alpha induced VCAM1 expression in HUVEC. inhibition, % at 2 µM. HUVEC TNFa-induced VCAM-1 immunofluorescence, high-content imaging. 95,000 compounds, 0.48% hits;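 active = inhibition above the batch mean plus 3 SD, with images confirmed as a hit by eye, cut at about 37% in these data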;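 note: 0% = TNF-stimulated DMSO wells and 100% = unstimulated control wells; not every result past the cut was called active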
* hit, by the source's call; / = not tested or not shown.

SMILES	hDAT+cocaine	IL1B cytotox	PLK1 PBD inh	TNFa cytotox	PLK1 inh	F-actin modifier	Ecoli WT expand	sEH inh	VCAM1 TNFa inh
Cc1nnc(SCC(=O)Nc2nc(-c3ccccc3)cs2)n1N	-0.87	-23	15	-31	-2	16	-2	5	17
Cc1ccc(NC(=O)CCSc2nnnn2-c2ccc3c(c2)OCO3)cc1C	-0.084	-6	-7	-5	-13	17	-13	26	-11
CCOC(=O)c1ccccc1NC(=O)CC(C)CC(=O)O (stereo unspecified)	-0.019	4	0	-39	-8	/	1	10	3
C=CCCC(=O)Nc1nc(C)c(-c2csc(Nc3ccc(Cl)cc3Cl)n2)s1	1	5	-1	-2	3	-14	-2	28	8
COCCCN1C(=O)C(=O)/C(=C(/O)c2ccccc2)C1c1ccc(N(C)C)cc1 (stereo unspecified)	-1.6	-10	-17	-1	-17	-5	4	/	6
CCOC(=O)/C(C(N)=NCCO)=C(/O)c1ccccc1	0.033	-14	14	-22	-37	-6	-2	-9	14
C=CCn1c(COc2ccc(F)cc2)nnc1SCC(=O)N1CC(=O)Nc2ccccc21	0.34	-8	-30	-7	-7	/	0	13	-10
CCN(CC)S(=O)(=O)c1ccc(Oc2cccc(C(C)=O)c2)nc1	0.37	-21	4	-46	-15	4	1	/	4
Cc1ccc(C(=O)Oc2ccc(C(=O)COC(=O)c3cnccn3)cc2)cc1	-1.2	6	-29	-13	-13	3	0	-2	11
O=C1Nc2ccccc2C1(c1ccccc1)c1ccccc1	0.51	-20	-6	14	-9	4	8	3	15
COCCn1c(Cc2ccccc2)nnc1SCC(=O)NC(C)C	-0.36	-39	-10	-19	-7	40	1	12	8
O=C(Nc1ccc(NC(=O)c2cccs2)cc1)c1ccco1	0.4	15	15	-18	-14	5	-16	-7	-29
COc1ccc(C(=O)O)cc1S(=O)(=O)Nc1cccc(C)c1	0.012	-5	6	-5	-3	19	-4	-2	39
CCN(CC)C(=O)CSc1nc2ccc(NC(=O)CSc3nccn3C)cc2s1	1.2	7	-21	-6	-5	-17	0	2	-2
CCN(CC)Cc1c(-c2ccccc2)[nH]c2ccc(C)cc2c1=O	0.12	-13	1	-30	-9	6	1	-6	1
CCOC(=O)c1cn(CC(=O)Nc2ccc(CC)cc2)nn1	0.0013	26	5	-25	-8	6	-3	/	-30
O=C(Nc1cccc(-c2cc3ccccc3oc2=O)c1)c1ccc(Br)o1	0.62	-19	-30	-7	-6	9	/	9	34
COC(=O)[C@H](CCSC)NC(=O)NCCc1ccccc1F	-0.8	-8	-25	1	-8	-18	4	-8	11
O=C(N/C(=C/c1ccc2c(c1)OCO2)C(=O)N1CCOCC1)c1cccs1	0.6	-11	-5	-4	-10	-5	0	5	6
CC(C)CC(=O)Nc1ccc(S(=O)(=O)NCc2ccco2)cc1	0.043	-76	-1	-4	-8	-16	2	-4	1

The final two records of the section above open the next one:
SMILES	hDAT+cocaine	IL1B cytotox	PLK1 PBD inh	TNFa cytotox	PLK1 inh	F-actin modifier	Ecoli WT expand	sEH inh	VCAM1 TNFa inh
O=C(N/C(=C/c1ccc2c(c1)OCO2)C(=O)N1CCOCC1)c1cccs1	0.6	-11	-5	-4	-10	-5	0	5	6
CC(C)CC(=O)Nc1ccc(S(=O)(=O)NCc2ccco2)cc1	0.043	-76	-1	-4	-8	-16	2	-4	1
CC(=O)c1cccc(NS(=O)(=O)c2ccc(N/C=C\C(=O)c3ccc(C)cc3)cc2)c1	-0.034	-5	25	-8	-10	-20	-3	0	12
O=C(N/N=C1\CCCc2ccccc21)c1ccc([N+](=O)[O-])cc1Cl	0.78	7	-18	4	1	7	1	6	-20
COc1ccc(CNC(=O)Nc2ccc(C)cc2)cc1	-0.57	3	-16	-9	-6	-10	-5	61	-13
CC1CN(Cc2nc3c(c(=O)[nH]c(=O)n3C)n2CCN2CCOCC2)CC(C)O1 (stereo unspecified)	1.1	-6	2	8	-9	0	2	-5	16
C=C(C)c1nc2cc(OC)c(OC)cc2c(=O)o1	-0.088	-16	-2	1	-6	5	5	-6	-2
Fc1cnc(N2CCc3ccccc32)nc1N1CCc2ccccc21	-0.6	10	-7	0	-8	0	-9	-3	12
CCN(CC)CCCN1C(=O)C(O)=C(C(=O)c2cc3ccccc3o2)C1c1ccccn1 (stereo unspecified)	-0.36	-7	4	-30	10	45	3	9	5
Cc1cccc(OCC(=O)N2CCC(N3CCOCC3)CC2)c1	-0.2	6	23	-37	-5	24	-4	9	-15
Nc1nc(-c2ccc(Cl)cc2Cl)cn1N	-0.012	38	-2	13	36	-13	15	-9	7
Cc1ccc(C(=O)CSc2nnc(COc3cccc(C)c3)o2)cc1	-1.4	-8	14	-43	-9	19	-4	-8	-3
CCn1c(SCc2cccc(C)c2)nnc1-c1ccccc1	-0.0049	-12	-4	-16	-13	-17	12	10	5
COc1ccc(Cc2noc(-c3ccc(C)cc3)n2)cc1	0.03	0	-24	-11	3	-6	-4	/	8
Cc1ccc(CCN2CC(C(=O)NCCCN3CCOCC3)CC2=O)cc1 (stereo unspecified)	-0.94	-32	27	7	-14	-16	-3	/	3
Cc1c(NC(=O)C2(c3ccc(Cl)cc3)CCCC2)c(=O)n(-c2ccccc2)n1C	-1.1	10	21	14	-9	-8	0	-5	26
O=C1c2ccccc2NC(c2cccc(F)c2)N1Cc1ccco1 (stereo unspecified)	-0.13	-33	4	-22	-17	4	6	1	10
C=CCn1c(SCC(=O)O)nnc1-c1cccc(Cl)c1	-0.58	11	-33	-2	-16	-11	-1	-3	11
O=c1oc(-c2cccs2)nc2sc3c(c12)CCCCC3	0.88	-19	2	7	-21	-29	/	/	-37
Cc1ccc(-c2cc(C(=O)N/N=C/c3c(C)nn(C)c3C)c3ccccc3n2)c(C)c1	-0.36	-8	-29	-23	-13	-11	-1	-14	12
Cc1nc(CCN2C(=O)c3ccccc3C2=O)n[nH]1	-0.78	10	18	-9	-8	-1	5	2	-17
CCS(=O)(=O)N1Cc2ccccc2CC1C(=O)NCC12CC3CC(CC(C3)C1)C2 (stereo unspecified)	0.66	-14	-7	-9	-11	18	2	-3	-14

Shown with each value named: 4 of the compounds above.
> Cc1cccc(OCC(=O)N2CCC(N3CCOCC3)CC2)c1
  hDAT+cocaine = -0.2	IL1B cytotox = 6	PLK1 PBD inh = 23	TNFa cytotox = -37	PLK1 inh = -5	F-actin modifier = 24	Ecoli WT expand = -4	sEH inh = 9	VCAM1 TNFa inh = -15
> Cc1ccc(CCN2CC(C(=O)NCCCN3CCOCC3)CC2=O)cc1 (stereo unspecified)
  hDAT+cocaine = -0.94	IL1B cytotox = -32	PLK1 PBD inh = 27	TNFa cytotox = 7	PLK1 inh = -14	F-actin modifier = -16	Ecoli WT expand = -3	sEH inh = /	VCAM1 TNFa inh = 3
> CCOC(=O)c1ccccc1NC(=O)CC(C)CC(=O)O (stereo unspecified)
  hDAT+cocaine = -0.019	IL1B cytotox = 4	PLK1 PBD inh = 0	TNFa cytotox = -39	PLK1 inh = -8	F-actin modifier = /	Ecoli WT expand = 1	sEH inh = 10	VCAM1 TNFa inh = 3
> COc1ccc(CNC(=O)Nc2ccc(C)cc2)cc1
  hDAT+cocaine = -0.57	IL1B cytotox = 3	PLK1 PBD inh = -16	TNFa cytotox = -9	PLK1 inh = -6	F-actin modifier = -10	Ecoli WT expand = -5	sEH inh = 61	VCAM1 TNFa inh = -13

Remaining list, next part:
SMILES	hDAT+cocaine	IL1B cytotox	PLK1 PBD inh	TNFa cytotox	PLK1 inh	F-actin modifier	Ecoli WT expand	sEH inh	VCAM1 TNFa inh
CCOC(=O)c1cnc(SCc2cccc(C)c2)nc1N	0.044	-5	3	-5	-6	-30	1	-5	7
COc1cc2cc(C(c3nnnn3C3CCCC3)N3CCc4ccccc43)c(=O)[nH]c2cc1OC (stereo unspecified)	/	-28	27	8	-8	57	-1	6	2
CCc1ccc(NC(=O)CSc2nnc(SCC(=O)Nc3ccc(CC)cc3)n2N)cc1	-0.33	-8	2	-22	0	12	-5	2	-19
CCC1Oc2ccc(C)cc2N(Cc2cccc(C)c2)C1=O (stereo unspecified)	0.0084	8	14	1	-5	-18	-3	-20	1
COCCn1c(SCC(=O)Nc2cc(Cl)ccc2OC)nc2c(c1=O)SC(C)C2 (stereo unspecified)	0.0079	-46	-9	-14	-10	14	-9	-11	1
COC(/C=C/Nc1ccc(C)c(C)c1)=C(C#N)C#N	1.1	28	-22	-14	-16	0	-9	-15	-4
c1ccc(Nc2ncnc3sc4c(c23)CCC4)cc1	-0.39	26	11	-13	-2	9	-9	-1	6
CC(C)Oc1ccc(C(=O)NC(C)(C)CO)cc1	0.54	14	0	-5	-1	-16	5	-2	-2
CCC1(C)Cc2c(sc3[nH]c(=S)n(Cc4ccccc4)c(=O)c23)CO1 (stereo unspecified)	1.2	-17	14	8	-9	-3	-2	31	4
Cc1ccc(-c2nn(CCC(=O)O)cc2CCC(=O)O)cc1	0.038	0	1	-7	-5	-13	-2	1	-6
OC(CN1CCN(c2ccccc2)CC1)c1ccc2c(c1)CCN2 (stereo unspecified)	0.026	31	2	50	-1	-34	6	-2	-4
CCOC(=O)c1c(C)nc2sc3c(c2c1-c1ccc(OC)cc1)NC(c1ccc(OC)cc1)NC3=O (stereo unspecified)	-0.14	-9	-35	-17	-4	-3	1	4	7
COC(=O)c1ccc(NC(=O)CN2C(=O)CSC2=O)cc1	0.33	-27	14	-40	-4	17	7	-6	-10
Cc1ccccc1NC(=O)c1ccc(S(=O)(=O)N(C)C)cc1	0.051	/	-2	/	72*	/	10	/	/
COc1ccc(Cl)cc1NC(=O)CSc1nnc(-c2ccncc2)n1CC1CCCO1 (stereo unspecified)	0.97	4	-1	-8	-8	22	-6	2	-13
O=C1c2ccsc2SCCN1Cc1ccccc1Cl	-0.64	38	-11	71	-7	9	6	4	19
Cc1ccc(NC(=O)CSCC(=O)O)c(C)c1	0.32	20	-6	-19	0	-20	2	2	7
O=S(=O)(NCc1ccc(Cl)cc1)c1cnc[nH]1	-1.3	-69	-10	0	-18	8	11	11	48
O=C1CN(C(=O)c2ccco2)C(c2ccccc2)c2cc(Cl)ccc2N1 (stereo unspecified)	0.98	-7	6	-6	-14	3	1	5	12
Cc1ccnc(NC(=O)c2ccc([N+](=O)[O-])o2)c1	1.2	-9	-21	-15	-8	8	44	3	32
